EBI2 antag: EBI2 (human) antagonism | P32249 | AID 651636 | EBI2 beta-arrestin recruitment, luminescence, 7a,25-OHC stimulated | inhibition, % at 5 µM | hit rate 0.81% among 360,000; in the data active = inhibition above about 38%;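 also: enzyme fragment complementation signal reports receptor beta-arrestin coupling in cells; 0% = agonist plus DMSO wells and 100% = wells without agonist; some results beyond the cut were filed as inactive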
Target sequence (P32249 whole entry, looked up, the tested form may be a part): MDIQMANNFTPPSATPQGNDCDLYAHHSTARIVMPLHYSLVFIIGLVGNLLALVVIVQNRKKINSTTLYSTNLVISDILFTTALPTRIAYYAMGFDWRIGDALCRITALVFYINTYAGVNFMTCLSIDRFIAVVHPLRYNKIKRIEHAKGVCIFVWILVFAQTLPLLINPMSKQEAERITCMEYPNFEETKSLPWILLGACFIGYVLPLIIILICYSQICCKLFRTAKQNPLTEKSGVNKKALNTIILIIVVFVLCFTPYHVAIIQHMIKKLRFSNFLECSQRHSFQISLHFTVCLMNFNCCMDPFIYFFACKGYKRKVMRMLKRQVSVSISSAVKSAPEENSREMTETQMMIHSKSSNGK
Gli-Sufu block: antagonists of Gli-Sufu signaling; Sufu-KO-LIGHT fibroblasts, Gli luciferase reporter luminescence; inhibition, % at 5 µM; hit rate 0.74% among 340,000; AID 588413;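 active = inhibition above about 55%, limit read from the data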;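 also: 0% = DMSO-treated cells and 100% = wells with medium but no cells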
UBC13 inh: inhibitors of human UBC13 polyubiquitin chain formation | P61088 | TR-FRET | inhibition, % at 20 µM | hit rate 0.47% among 330,000; in the data active = inhibition above about 45%, passing the limit was not always enough
Target sequence (P61088 whole entry, looked up): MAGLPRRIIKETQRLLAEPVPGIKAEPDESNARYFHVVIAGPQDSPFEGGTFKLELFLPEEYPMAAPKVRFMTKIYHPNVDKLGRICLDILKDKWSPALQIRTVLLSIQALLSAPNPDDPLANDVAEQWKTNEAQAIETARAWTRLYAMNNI
APJ antagonist: blocks the human apelin receptor APJ | CHO-K1 APJ beta-arrestin complementation, luminescence | inhibition, % at 20 µM | hit rate 0.32% among 330,000 | AID 2521;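 active = inhibition above about 40% at 20 µM, limit read from the data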;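 also: cells challenged with 10 nM apelin-13 agonist together with compound; plate controls were apelin-13 plus DMSO wells for no effect and DMSO wells lacking apelin-13 for full effect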
Target sequence (P35414 whole entry, looked up): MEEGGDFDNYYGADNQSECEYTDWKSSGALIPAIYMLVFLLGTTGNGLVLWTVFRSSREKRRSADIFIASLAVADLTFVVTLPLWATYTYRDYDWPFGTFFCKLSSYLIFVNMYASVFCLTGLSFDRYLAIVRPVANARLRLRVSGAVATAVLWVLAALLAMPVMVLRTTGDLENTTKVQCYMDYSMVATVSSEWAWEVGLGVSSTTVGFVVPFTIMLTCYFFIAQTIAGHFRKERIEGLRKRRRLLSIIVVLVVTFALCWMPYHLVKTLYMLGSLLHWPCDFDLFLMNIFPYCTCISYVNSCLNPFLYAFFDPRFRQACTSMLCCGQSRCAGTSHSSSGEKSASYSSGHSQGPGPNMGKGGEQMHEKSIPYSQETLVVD
CXCR6 inh: CXCR6 (human) receptor inhibition. O00574. CHO-K1 PathHunter CXCR6 beta-arrestin, luminescence. inhibition, % at 20 µM. hit rate 0.36% among 360,000. AID 602244; in the data active = inhibition above about 34%, passing the limit was not always enough;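 also: antagonist mode with CXCL16 agonist at 10 nM final; 0% = 10 nM CXCL16 with DMSO and 100% = unstimulated wells without agonist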
697 NFkB inh: inhibitors of the PMA/ionomycin-induced NF-kB reporter in 697 B cells | AID 435022 | hit rate 0.33% among 330,000 | 697 B-cell NF-kB luciferase reporter, 16 h | inhibition, % at 4 µM; in the data active = inhibition above about 35%
Jurkat NFkB inh: lowers PMA/ionomycin-induced NF-kB signal in Jurkat cells; AID 435003; hit rate 0.53% among 330,000; inhibition, % at 4 µM; PMA/ionomycin-induced NF-kB luciferase reporter, luminescence; in the data active = inhibition above about 50%
CCR6 antagonist: antagonists of human CCR6 receptor | AID 493098 | hit rate 0.49% among 340,000 | inhibition, % at 20 µM | CHO-K1 CCR6 PathHunter beta-arrestin, luminescence, CCL20-stimulated | P51684;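 active = compounds whose inhibition of the agonist-driven luminescence signal at 20 µM reaches about 50%, limit read from the data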;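 also: cells stimulated with CCL20 at 14 nM final; plate controls were DMSO with CCL20 for no effect and DMSO without agonist for full effect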
* = called active by the depositor; nt = no result given.

SMILES	EBI2 antag	Gli-Sufu block	UBC13 inh	APJ antagonist	CXCR6 inh	697 NFkB inh	Jurkat NFkB inh	CCR6 antagonist
Cc1ccc(-n2nnnc2SCC(=O)c2c(N)n(CC(C)C)c(=O)n(C)c2=O)cc1	-14.2	4.5	3.2	16.7	-7.9	-2.3	21.9	4.2
CSc1ccccc1NC(=O)c1ccccc1C	5.5	-5.4	-0.5	9.4	-3.8	22.0	-4.6	15.0
CCOC(=O)C1CCN(C(=O)c2ccccc2NS(=O)(=O)c2ccc(F)cc2)CC1	-3.3	-13.2	4.7	11.7	1.9	23.8	5.6	-0.7
COc1ccccc1NC(=O)C1=C(C)NC2=C(C(=O)CCC2)C1c1ccc2c(c1)OCO2 (centres undefined)	-10.5	5.6	10.8	3.5	-1.7	4.4	4.1	-2.9
C/C(=N\O)c1ccco1	-2.3	-1.8	6.6	-0.1	-12.3	4.0	10.7	-7.8
Cc1c(Cl)cnc(NC(=O)COC(=O)[C@@H](NC(=O)c2ccco2)C(C)C)c1Cl	10.9	-5.5	-12.7	9.3	2.0	13.8	4.6	13.2
COc1ccc(C(=O)Cn2c(C)nc([N+](=O)[O-])c2Br)cc1	14.3	9.4	3.2	14.1	-1.2	-17.9	18.4	-5.4
COc1ccc(-c2nc(CS(=O)CC(=O)NCCc3ccc(C)cc3)c(C)o2)cc1OC (centres undefined)	11.2	-15.8	-9.0	7.4	7.8	-15.3	-6.9	5.7
COc1ccccc1CNS(=O)(=O)c1c(C)noc1C	-2.0	-4.4	0.8	-16.1	-2.0	-7.7	-3.8	-13.2
O=c1c2ccccc2[nH]c(=S)n1CCN1CCCCC1	3.5	10.3	4.4	13.2	-5.1	-4.6	-5.6	6.8
O=C(Cc1cnn(-c2ccccc2)c1)c1ccc(O)c(O)c1O	-2.0	-53.0	-8.3	-13.0	1.3	-79.9	-22.5	11.4
Cc1noc(C)c1S(=O)(=O)N1CCCC1C(=O)O (centres undefined)	5.0	23.4	8.0	12.4	-6.9	-1.0	8.0	12.5
N#Cc1ccccc1NC(=O)Nc1cccc(Cl)c1	-7.9	-5.5	13.1	0.5	3.7	1.1	4.8	-4.9
COc1cccc(N2CCN(Cc3nc4ccccc4c(=O)[nH]3)CC2)c1	4.1	8.5	7.0	-14.4	-1.1	-2.8	12.7	6.1
COc1ccc(OCC(=O)NS(=O)(=O)c2ccccc2)cc1	-8.1	-15.6	0.2	24.1	2.8	6.0	-13.0	3.7
CCCc1c(C(=O)N/N=C/c2ccc(C)s2)nnn1-c1nonc1N	1.2	-10.3	-9.8	-18.6	-1.5	5.7	-8.5	-2.8
O=C(Cn1c(=O)n(-c2ccccc2)c(=O)c2sccc21)N1CCCC1	-7.4	-5.4	7.2	19.8	6.2	17.7	-7.0	1.2
CN(C)S(=O)(=O)c1cccc(NC(=O)COC(=O)c2ccc(Br)o2)c1	-3.5	1.5	4.2	-5.6	1.9	6.6	0.2	-1.9
O=C(Cn1nnc(-c2ccc([N+](=O)[O-])cc2)n1)NNC(=O)c1ccccc1	-1.1	20.0	-7.3	-15.5	-6.2	-4.8	-17.6	1.7
CCCNC(=O)COC(=O)/C=C/c1ccc(C)o1	-10.2	-1.6	-14.4	8.3	-0.5	4.0	-14.1	-5.1
CCCCOc1ccc(C(=O)NCC(=O)NCC(c2ccc(OC)cc2)N2CCOCC2)cc1 (centres undefined)	7.7	-6.7	11.1	14.7	-1.3	-5.1	3.2	5.0
CC1Cc2cc(S(=O)(=O)N3CCC(C(=O)Nc4ccccn4)CC3)ccc2N1C(=O)C1CCC1 (centres undefined)	1.4	-11.7	1.8	-20.7	-7.4	-6.3	13.8	4.5
CC(Sc1nc(O)c(-c2ccccc2)c(=O)[nH]1)C(=O)Nc1ccc(Cl)cc1 (centres undefined)	6.4	-7.2	2.3	2.9	1.3	17.7	14.4	-1.9
Cc1ccc(S(=O)(=O)N2CCCCC2)cc1C(=O)OCC(=O)NC(=O)NC12CC3CC(CC(C3)C1)C2	0.2	3.6	-0.3	-3.1	4.8	10.5	16.5	10.5
CCN(CC)C(=O)C(=O)c1cccn1-c1cccc(Cl)c1C#N	-1.6	-3.9	-16.5	-13.3	0.7	-25.2	1.0	-9.5
CSc1cccc(NC(=S)N2CCC(c3ccccc3)C2)c1 (centres undefined)	5.6	-24.4	4.3	7.5	1.4	-34.3	-28.6	17.9
COCCN(C(=O)Cn1nnc2ccccc21)C(C(=O)NC1CCCC1)c1cccc(OC)c1OC (centres undefined)	-10.2	8.4	-10.1	-14.2	2.8	-10.8	-5.9	6.0
Cc1cc2c(cc1C)C(c1ccccc1F)CC(=O)N2 (centres undefined)	-7.2	-1.9	-8.4	-18.4	9.0	-12.1	14.6	1.4
Cc1cc(Oc2ccc(C#N)cc2)nc(NCc2ccccc2)n1	6.6	5.8	5.3	4.5	1.4	-31.8	-1.0	-4.9
CC(C)CNC(=O)NC1C(NC(=O)NCC(C)C)N(C)C(=O)N1C (centres undefined)	-13.4	-5.5	-8.8	-13.0	7.6	-3.7	-2.8	0.8
Cn1c(SCC(=O)c2ccccc2)nnc1C1CC1	4.8	-10.6	-3.2	1.2	2.6	-20.4	8.4	0.6
O=C(O)Cn1cc(C(=O)C(F)(F)F)c2ccccc21	-14.4	44.5	-2.3	14.7	7.9	5.2	7.1	7.3
CC(=O)Oc1ccc2c(C)c(CC(C)O)c(=O)oc2c1 (centres undefined)	-23.0	7.2	14.6	2.4	-1.3	2.7	-1.4	0.9
C/C(=C\c1ccc2c(c1)OCO2)C(=O)c1c(C)cc(C)[nH]c1=O	-1.7	-14.7	-15.8	0.4	3.2	-3.5	1.3	4.2
COc1ccc(Cl)cc1N(CC(=O)N1CCCC1)S(C)(=O)=O	-8.9	-13.6	8.0	11.1	6.7	19.5	13.7	10.6
CC(=O)NC(Cc1ccc(F)cc1)C(=O)N1CCN(C(=O)NCc2ccccc2)CC1 (centres undefined)	-6.0	0.5	4.6	0.8	-8.8	18.5	-3.2	-12.9

Part of the list above, showing only 697 NFkB inh:
smiles | 697 NFkB inh
Cc1cc(Oc2ccc(C#N)cc2)nc(NCc2ccccc2)n1 | -31.8
Cc1cc2c(cc1C)C(c1ccccc1F)CC(=O)N2 (centres undefined) | -12.1
Cn1c(SCC(=O)c2ccccc2)nnc1C1CC1 | -20.4

For reference, 3 of the compounds above.
SMILES	EBI2 antag	Gli-Sufu block	UBC13 inh	APJ antagonist	CXCR6 inh	697 NFkB inh	Jurkat NFkB inh	CCR6 antagonist
Cc1ccc(-n2nnnc2SCC(=O)c2c(N)n(CC(C)C)c(=O)n(C)c2=O)cc1	-14.2	4.5	3.2	16.7	-7.9	-2.3	21.9	4.2
CSc1ccccc1NC(=O)c1ccccc1C	5.5	-5.4	-0.5	9.4	-3.8	22.0	-4.6	15.0
CCOC(=O)C1CCN(C(=O)c2ccccc2NS(=O)(=O)c2ccc(F)cc2)CC1	-3.3	-13.2	4.7	11.7	1.9	23.8	5.6	-0.7

Later entries:
SMILES	EBI2 antag	Gli-Sufu block	UBC13 inh	APJ antagonist	CXCR6 inh	697 NFkB inh	Jurkat NFkB inh	CCR6 antagonist
Cc1cc(C)c(C#N)c(Sc2ccccc2N)n1	12.9	-10.2	4.1	13.6	-6.2	-54.0	-43.1	15.8
CN(C(=O)c1ccncc1)C1CCCN(Cc2ccccc2F)C1 (centres undefined)	12.2	7.0	12.9	12.4	4.5	13.3	7.4	3.0
Cn1c(C(=O)NCc2cccs2)cc2c(=O)n(C)c3ccccc3c21	-2.6	-6.8	20.5	2.6	-4.6	31.3	-2.7	-24.7
O=C(O)c1ccc(NS(=O)(=O)c2ccc(C(=O)Nc3ccccc3)cc2)cc1	-4.2	-3.0	-2.9	-7.2	8.7	10.8	6.6	8.1
O=C(CCCC(=O)NN=Cc1cccc(O)c1)NN=Cc1cccc(O)c1	-7.7	10.7	nt	nt	3.6	nt	nt	11.8
O=C(NNS(=O)(=O)c1ccccc1[N+](=O)[O-])c1cccc([N+](=O)[O-])c1	0.0	-23.8	-5.8	-0.2	-0.1	17.4	2.1	3.4
CCCC(C(=O)NCc1ccco1)N(CC1CCCO1)C(=O)CNS(=O)(=O)c1ccc(F)cc1 (centres undefined)	-11.8	0.3	-8.0	6.1	0.4	-15.6	-40.6	10.7
Cc1ccc(C2N=C(N)Nc3nc4ccccc4n32)cc1 (centres undefined)	2.9	-1.9	-2.3	-20.9	-3.6	17.1	-6.2	13.1
COC(=O)[C@@]1(C)[C@H]2C(=O)N(Cc3ccccc3)C(=O)[C@H]2[C@H]2CN(C)C(=NC3CCCCC3)N21	2.1	-1.2	nt	nt	0.4	-1.1	nt	15.2
CC(=O)N1CCc2cc(S(=O)(=O)NC(C(=O)Nc3nc(C)cs3)C(C)C)ccc21 (centres undefined)	-4.2	7.5	1.0	-13.9	5.1	4.4	-7.0	9.0
Cc1cc(=O)oc2cc(OCCSCCN3CCCC3)ccc12	5.5	5.5	12.5	2.8	-0.4	6.3	-14.3	-0.1
Cn1ccs/c1=N\S(=O)(=O)c1ccc(C(C)(C)C)cc1	-15.7	1.7	-10.8	-10.5	-1.7	-47.8	-4.0	-13.7
O=C(c1cc(Br)ccc1Cl)N1CCN(c2ccc(N3CCOCC3)nn2)CC1	-9.7	9.8	7.5	21.9	-0.3	5.3	1.1	10.3
CSc1nnnn1-c1ccc(C)c(Cl)c1	-9.2	1.1	8.4	0.7	7.8	-44.5	0.2	2.0
Cn1c(SCC(=O)C(C)(C)C)nnc1-c1ccncc1	-6.4	6.3	-1.5	10.5	-0.2	5.6	-7.4	-8.8
COc1ccccc1NC(=O)/C(=N/OCc1ccc(F)cc1)C(C)=O	5.0	6.8	0.5	5.3	-5.2	6.1	9.8	2.4
COc1ccc(NC(=O)Cn2c(=O)n(Cc3ccco3)c(=O)c3ccccc32)cc1	5.0	-2.2	2.9	9.5	0.9	-19.3	-5.8	14.4
Cc1ccc(NC(=O)Nc2ccc(S(N)(=O)=O)cc2)cc1	-3.4	-2.8	-4.6	-14.4	1.0	-37.7	-19.9	-7.6
Cc1ccc(C(=O)CN(Cc2ccccc2)C2=NCCS2)cc1	5.5	13.6	-4.9	12.1	9.6	-27.2	-4.8	11.2
CSc1nc2ccc(NC(=O)CSc3nnc(N)s3)cc2s1	-8.9	-30.0	0.4	5.4	3.3	-14.9	-9.6	-1.9
CSc1nncn1/N=C/c1cc(Cl)ccc1F	-22.4	0.5	6.7	-1.8	-9.4	8.3	-5.6	-1.7
Cc1ccc(NC(=O)NCc2cccnc2)cc1	-4.1	-9.9	-0.3	-7.1	-7.9	-5.6	-7.3	-6.0
C=CCNC(=S)N/N=C/c1ccc(OCc2ccccc2)cc1	-17.0	-2.6	-7.0	-6.5	-1.8	14.5	-9.8	9.1
C=CCn1c(=O)c2ccccc2n2c(SC(C)C(N)=O)nnc12 (centres undefined)	-9.4	1.4	4.5	8.6	2.8	2.7	7.0	1.3
Cc1nnc(NC(=O)CSc2nnc(CNC(=O)c3ccc(S(=O)(=O)N(C)C)cc3)o2)s1	-0.3	-15.9	-8.6	-40.7	5.4	6.9	0.4	6.5
Cc1occc1C(=O)NNC(=O)c1ccc(Br)o1	-8.3	-8.3	0.8	-1.0	-2.1	-2.8	-2.1	6.2
CCCCn1nnnc1SCC(=O)c1ccc(C)c(C)c1	4.4	-6.7	6.1	6.4	4.3	-9.1	-2.2	16.7
CC1(C)CC(NC(=O)COc2ccc3ccc(=O)oc3c2)CC(C)(C)N1	-1.9	-0.1	7.6	6.2	3.7	-3.1	-3.1	-15.9
COc1cccc(-c2n[nH]c(=S)n2Cc2ccco2)c1OC	-10.8	11.0	3.9	-16.2	1.1	7.6	0.2	-17.2
CC(=O)c1cc(C(=O)N2CCCC(CCC(=O)N(C)CCc3ccccn3)C2)cs1 (centres undefined)	3.8	9.4	1.1	5.2	-2.4	10.0	7.7	-13.2
O=C(O)CC(NC(=O)c1ccncc1)c1ccccc1 (centres undefined)	-2.5	38.8	-4.2	-3.8	8.2	0.1	-1.8	-11.8
Cc1ccc(-c2ccnc3cc(C)nn23)cc1	0.6	-4.8	4.7	11.1	7.2	3.3	8.2	-5.4
